RORg inh: qHTS for inhibitors of ROR gamma transcriptional activity. Potency, µM (highest dose often 53.6 µM), without a hit: at the highest dose activity change, negative = inhibition, hits mostly inhibitors. actives 5.4% (n = 310,000). Drosophila S2 Gal4-RORgamma UAS-luciferase reporter, 20 h; further: on the % scale 0 is the no-effect control and ±100 the full control effect; nearly all actives have a fitted effect of over 60% in size
Target sequence (P51450 whole entry, looked up, the tested form may be a part): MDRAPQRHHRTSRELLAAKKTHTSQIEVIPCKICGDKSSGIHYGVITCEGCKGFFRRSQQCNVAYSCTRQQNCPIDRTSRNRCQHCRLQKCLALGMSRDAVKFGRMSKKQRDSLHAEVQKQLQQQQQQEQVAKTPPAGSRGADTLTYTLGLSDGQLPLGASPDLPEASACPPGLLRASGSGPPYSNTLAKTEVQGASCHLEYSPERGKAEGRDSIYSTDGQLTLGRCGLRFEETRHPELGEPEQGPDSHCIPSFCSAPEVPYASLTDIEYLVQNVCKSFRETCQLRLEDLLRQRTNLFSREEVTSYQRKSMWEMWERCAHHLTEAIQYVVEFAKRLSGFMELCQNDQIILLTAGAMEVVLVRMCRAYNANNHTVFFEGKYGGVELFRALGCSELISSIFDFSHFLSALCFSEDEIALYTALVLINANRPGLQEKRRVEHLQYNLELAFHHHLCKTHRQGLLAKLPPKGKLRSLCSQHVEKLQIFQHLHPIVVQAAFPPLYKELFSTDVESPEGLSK
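Stably transfected Drosophila Schneider cells are the test system, with ROR gamma fused to Gal4 and luciferase under UAS control; luminescence is read after 20 hr of 700 uM copper sulfate induction at ambient temperature.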
Rab9 prom act: qHTS Assay for Rab9 Promoter Activators; Huh7 Rab9 promoter-luciferase reporter, luminescence, 24 h; Potency, µM (series often up to 9.22 µM), for inactives: at the top dose activation, negative = inhibition, hits mostly activators; actives 2.8% (n = 320,000); further: % of control where 0% means no effect; nearly all actives have a fitted effect of over 60% in size
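Luminescence from Amplite-detected luciferase (10 minutes, ambient) reports Rab9 promoter activation. Before that, stable Rab9-luciferase Huh7 cells (1500/well, reduced-serum OP-MEM I plus 10% FBS) were exposed to compound for 24 hours at 37C.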
BRCA1 expr act: qHTS Assay to Identify Small Molecule Activators of BRCA1 Expression; MCF7-BRCA1-FFLuc reporter, luminescence, 48 h; response scale: scaled: vehicle 0%, 10 µM genistein 100%; Potency, µM (highest dose often 46.1 µM), without a hit: top-dose activation, usual class: activators; actives 1.1% (n = 380,000); AID 624202, 2012; further: nearly all actives have a fitted effect of over 80% in size; some results filed as inactive show a strong effect at the top dose
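Luminescence from a BRCA1-driven firefly luciferase in MCF7 cells was the read-out, taken 15 min after substrate addition following 48 h compound exposure at 37 °C. Data were normalized to a 10 microM genistein control and DMSO vehicle.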
MBNL1-CUG inh: qHTS Assay for Inhibitors of MBNL1-poly(CUG) RNA binding. Muscleblind-like protein 1 (Homo sapiens), Q9NR56. TR-FRET MBNL1-His/biotin-(CUG)12 binding, 665/545 ratio. Potency, µM (titrated, usually from 57.5 µM), for inactives: at the top dose activity change, negative = inhibition, hits mostly inhibitors. actives 0.036% (n = 280,000). AID 2675, 2010; active means well fitted inhibition curve with a large enough effect in the signal ratio, with a control signal flat, not every such curve was filed as active; inconclusive means small, poorly fitted or top-dose-only effect, or effect the other way, or a change in a side signal; inactive means no such curve, though single readings can be large or run the other way; the % refers to the signal ratio; further: on the % scale 0 is the no-effect control and ±100 the full control effect
Target sequence (Q9NR56 whole entry, looked up): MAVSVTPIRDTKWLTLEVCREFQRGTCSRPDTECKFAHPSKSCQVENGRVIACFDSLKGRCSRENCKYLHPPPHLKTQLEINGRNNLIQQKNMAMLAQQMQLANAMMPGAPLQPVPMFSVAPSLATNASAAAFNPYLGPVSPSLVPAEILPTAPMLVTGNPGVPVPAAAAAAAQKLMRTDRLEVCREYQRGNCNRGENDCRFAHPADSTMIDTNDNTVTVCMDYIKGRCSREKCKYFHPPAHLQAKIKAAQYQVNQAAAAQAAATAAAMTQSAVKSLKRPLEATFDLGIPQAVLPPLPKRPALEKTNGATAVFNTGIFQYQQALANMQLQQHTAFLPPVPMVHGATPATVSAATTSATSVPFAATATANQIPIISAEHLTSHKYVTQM
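Compounds (final 92 nM to 58 uM) are added to His-tagged MBNL1 and biotin-(CUG)12, then terbium anti-His antibody and streptavidin-XL665 (5 nM final). After 60 min at room temperature, the 665/545 nm ratio is read.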
uPA surface inh: qHTS for Inhibitors of Cell Surface uPA Generation; cell surface uPA generation assay, qHTS; Potency, µM (series often up to 38.3 µM), for inactives: top-dose activity change, negative = inhibition, usual class: inhibitors; actives 0.31% (n = 330,000); active means well fitted inhibition curve with a large enough effect; inconclusive means small, poorly fitted or top-dose-only effect; inactive means no such curve, though single readings can be large or run the other way; tested in mouse RAW 264.7 cells; further: on the % scale 0 is the no-effect control and ±100 the full control effect; nearly all actives have a fitted effect of over 55% in size
p53 reactivator: qHTS assay for re-activators of p53 using a Luc reporter; Potency, µM (top dose mostly 92.2 µM), for inactives: top-dose activity change, positive = activation, usual class: activators; actives 0.063% (n = 320,000); H1299 p53-A138V BP100-luciferase reporter, luminescence, 24 h; further: % of control where 0% means no effect; nearly all actives have a fitted effect of over 45% in size
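p53-null H1299 cells stably carrying temperature-sensitive p53-A138V and a BP100-luciferase reporter were pinned with compounds (4-point, 1:5 series) and held 24 hrs at 37 deg C. Luminescence was read 10 min after detection reagent.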
NPC1 prom act: qHTS Assay for NPC1 Promoter Activators; Huh7 NPC1 promoter luciferase reporter, 24 h; actives 2.4% (n = 320,000); Potency, µM (top dose mostly 9.22 µM), inactives show at the top dose activation, hits mostly activators; AID 485313, 2010;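 further: % of control where 0% means no effect; nearly all actives have a fitted effect of over 60% in size; reporter is driven by a mutant NPC1 promoter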
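Readout is luciferase luminescence, reflecting NPC1 promoter activation in stably transfected Huh7 cells after 24 h compound exposure at 37 °C in reduced-serum medium with 10% FBS.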
Gal4-VP16 FLuc: VP16 counterscreen qHTS for inhibitors of ROR gamma transcriptional activity; actives 3.5% (n = 310,000); Potency, µM (top dose mostly 53.6 µM), without a hit: top-dose activity, negative = inhibition, most hits filed as inhibitors; Drosophila S2 Gal4-VP16 UAS-luciferase, luminescence, 20 h;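 further: Gal4-VP16 expression switched on by copper sulfate through the metallothionein promoter; on the % scale 0 is the no-effect control and ±100 the full control effect; nearly all actives have a fitted effect of over 50% in size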
ELG1 genotox: qHTS screen for small molecules that induce genotoxicity in human embryonic kidney (HEK293T) cells expressing luciferase-tagged ELG1; HEK293T ELG1-luciferase reporter, luminescence, 16 h; Potency, µM (titrated, usually from 46 µM), inactives show at the highest dose activity change, positive = activation, hits mostly activators; actives 1.3% (n = 330,000); further: % of control where 0% means no effect; nearly all actives have a fitted effect of over 60% in size
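Cells (2,000/well) expressing the ELG1-luciferase fusion are dosed by pin tool and kept 16 hr at 37 °C, 5% CO2. Signal comes from ONE-Glo luciferase reagent after 30 min at room temperature.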
MLL CXXC-DNA inh: qHTS Fluorescence Polarization Assay for Inhibitors of MLL CXXC domain - DNA interaction; Histone-lysine N-methyltransferase 2A (Homo sapiens), Q03164; MLL-CXXC / FITC-HOXA9 DNA fluorescence polarization; Potency, µM (highest dose often 115 µM), without a hit: at the top dose activity change, negative = inhibition, actives largely listed as inhibitors; actives 0.037% (n = 290,000); AID 2662, 2010; active means well fitted inhibition curve with a large enough effect in the polarisation, with a control signal flat, not every such curve was filed as active; inconclusive means small, poorly fitted or top-dose-only effect, or effect the other way, or a change in a side signal; inactive means no such curve, though single readings can be large or run the other way; the % refers to the polarisation
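Fluorescence polarization: 7 uM MLL-CXXC (stock) preincubated 5 min with compounds, then 50 nM fluorescein-HOX-A9 DNA (stock) added; 30 min ambient. Buffer 50 mM Tris-HCl pH 7.5, 50 mM NaCl, 1 mM DTT, 0.05% BSA.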
FLuc counter: qHTS profiling assay for firefly luciferase inhibitor/activator using purifed enzyme and Km concentrations of substrates (counterscreen for miR-21 project) | Luciferin 4-monooxygenase (Photinus pyralis), P08659 | purified FLuc, Km substrates, luminescence inhibition | Potency, µM (series often up to 57.5 µM), without a hit: at the highest dose activity change, negative = inhibition, usual class: inhibitors | actives 6.9% (n = 360,000) | AID 588342, 2011;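 further: plate controls were vehicle for no effect and reference inhibitor for full effect; nearly all actives have a fitted effect of over 55% in size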
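Purified P. pyralis luciferase, 10 nM final, with Km-level 10 uM D-luciferin and 10 uM ATP in 50 mM Tris acetate pH 7.5, 10 mM Mg acetate, 0.01% Tween-20, 0.05% BSA; 6-point qHTS titration about 60 µM downward; luminescence read.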
Numbers without * were called inactive; ? = inconclusive; · = not tested or not shown; & = joins results of further samples; [ ] = dose if it differs, or a comment. Unless noted, the call rests on the fitted dose curve; in most records, active means well fitted curve in the direction sought with a large enough effect; inconclusive means small, poorly fitted or top-dose-only effect, or another doubt; inactive means no such curve, though single readings can be large; an effect the other way counts as inactive or inconclusive. Potency means the concentration at half of the fitted maximal effect. This is a subset, so the mix of outcomes need not match the whole.

Every second line gives: RORg inh | Rab9 prom act | BRCA1 expr act | MBNL1-CUG inh | uPA surface inh | p53 reactivator | NPC1 prom act | Gal4-VP16 FLuc | ELG1 genotox | MLL CXXC-DNA inh | FLuc counter
COc1ccc(S(=O)(=O)N2CCCC2CNC(=O)C(=O)NCCc2ccccc2)cc1 (stereo not drawn)
 : · | -19% | -41% | · | -10% | 0% | -26% | · | -7% | · | 0%
N#Cc1ccc(COC(=O)c2cnc(Cl)c(Cl)c2)cc1
 : 1% | 23% | -45% | 5% | 0% | -1% | 1% | 5% | 5% | 15% | -6%
Cc1ccc(/C=N/n2c(-c3ccc(Cl)cc3)n[nH]c2=S)o1
 : 6.3µM* | 2% | -21% | -1% | 7% | 0% | -3% | -30% | -1% | 2% | 2%
COc1ccc(NC(=O)c2ccc(NS(=O)(=O)c3cccc4cccnc34)cc2)cc1
 : 34% | 0%[1.84 µM] | -49% | -9% | -6% | -4% | -5% | 3% | 9% | 17% | ?
CCOc1ccc(N(CC(=O)N2CCOCC2)S(=O)(=O)c2ccc(SC)cc2)cc1
 : -7% | -1% | -6% | -1% | 0% | -8% | 1% | -7% | -5% | -3% | 0%
Cc1cc(=O)[nH]c2c1c(C)nn2C1CCCC1
 : 7% | -2% | 0% | 0% | · | -1% | 0% | 4% | 12% | 10% | 0%
CCN1CCN(Cc2ccc(NC(=O)c3ccc(C)c(NC(=O)c4cc(-c5ccc(Br)cc5)n[nH]4)c3)cc2C(F)(F)F)CC1
 : ? | -2% | -31% | 1% | 13µM* | -12% | -2% | ? | 0% | 42%[activator] | ?
Cc1cc(Cl)nc2ccc(Cc3ccc4nc(Cl)cc(C)c4c3)cc12
 : ? | -7% | -16% | 2% | 8% | -7% | 15% | -27% | -2% | 2% | -2%
NC(=O)c1cccc(NC(=O)CCCCC(=O)Nc2cccc(C(N)=O)c2)c1
 : 9% | 3% | 3% | -2% | 13% | 2% | 0% | -10% | 0% | -11% | -3%
Cc1nc2c3ccccc3nc(NNC(=O)CCC(=O)NCCC(C)C)n2n1
 : -4% | 12% | -17% | -6% | -11% | 3% | 0% | 3% | -3% | 8% | -4%
COc1cc(C)c(NC(c2ccccc2)c2ccccc2)cc1OC
 : 8% | ? | -22% | -1% | · | 0% | 1% | -10% | -4% | 2% | -9%
Cc1ccc(C(=O)c2coc3ccc(O)c(CN(C)C)c23)cc1
 : ? | 0% | 0% | -5% | -14% | 6% | 2% | -13% | -5% | 2% | -1%
O=C(COC(=O)C1C2CC3OC(=O)C1C3C2)Nc1ccc(Cl)cc1 (stereo not drawn)
 : -1% | -2% | -17% | -8% | -2% | 6% | -5% | -12% | 5% | 8% | -2%
CCOC(=O)c1ccc(NC(=O)N2CCN(CCc3ccccc3)CC2)cc1
 : 1% | 0% | 46% | -1% | · | ? | 2% | -1% | 7% | -3% | -15%
Cc1c(C(=O)O)oc2ccc(S(=O)(=O)N(CC(C)C)CC(C)C)cc12
 : -37% | -3% | -21% | 5% | -2% | -7% | -2% | 3% | -1% | 2% | -1%
COc1ccc(N(CC(=O)NCc2ccccc2)C(=O)Cn2nnc(-c3ccccc3F)n2)cc1OC
 : 9% | -3% | 4% | -2% | 1% | -2% | 1% | -18% | 4% | 6% | -1%
CSc1ncccc1C(=O)N1CCCC(Nc2ccc(C)c(C)c2)C1 (stereo not drawn)
 : -6% | -2% | -6% | -1% | 7% | -3% | 1% | -19% | -2% | 25% | 1%
CCOc1ccc(-c2nonc2NC(=O)c2ccco2)cc1
 : 5% | -1% | 4% | -8% | 11% | -1% | -4% | 18% | 1% | -6% | 1%&-12%
CC1(C)Cc2c(ccc3ccccc23)C2=C(C(=O)N3CCCC3)C(=O)C(=O)N21
 : -37% | 0% | -25% | · | 4% | · | -5% | 23% | · | -2% | -4%
COP(=O)(OC)C(Nc1ccc(Cl)cc1)c1ccccc1 (stereo not drawn)
 : 14%[1.91 µM] | -3% | 14% | 1% | 8% | · | 1% | -2% | -5% | 0% | 1%
Cn1nnnc1SCc1ccc(Cl)cc1
 : 29% | 6% | -3% | · | 7% | -1% | 1% | -11% | 5% | 8% | 3%
CCc1ccc(NC(=O)CCc2c(C)nn(-c3ccc(N4CCCCC4)nn3)c2C)cc1
 : -19% | ? | ? | 12% | -20% | ? | ? | -12% | 13% | -16% | 12µM*
CC(C)Oc1ccc(CN2CCCC(CO)(Cc3ccc(F)cc3)C2)cc1 (stereo not drawn)
 : -20% | 0% | -31% | 0% | 0% | -3% | 2% | -3% | 1% | 3% | 0%
N#Cc1cccc(-n2nnnc2-c2ccc3c(c2)OCO3)c1
 : -9% | 25% | ? | 1% | -13% | 7% | -1% | 4% | 12% | -7% | ?
CCCN1CCCc2ccccc21
 : 0% | -11% | -21% | 6% | 4% | -2% | -2% | -6% | -2% | -9% | 3%
Cc1cccc(C(=O)Nc2ccc(O)cc2)c1
 : ? | ? | ? | 3% | -13% | ? | ? | 1% | 27% | -2% | ?
CC1CCCCC1NC(=O)CSc1nnnn1-c1ccccc1 (stereo not drawn)
 : 23% | 13% | -22% | -3% | 5% | 6% | 2% | -2% | -3% | 4% | 0%
Cc1cc(OCC(=O)NCCO)ccc1Cl
 : 18% | -2% | 47% | -6% | -1% | 22% | -2% | 1% | 2% | 0% | 1%
CN(c1ccccc1)S(=O)(=O)c1ccc(NC(=S)Nc2ccccc2)cc1
 : -39% | 3% | 2% | 5% | · | -5% | 0% | -6% | 1% | 24% | 4%
CCCCNc1ccc(C(CC(N)=O)NC(=O)Cc2cccc3ccccc23)cc1[N+](=O)[O-] (stereo not drawn)
 : 15% | 2% | 3% | -3% | 2% | 1% | -1% | -6% | 4% | -9% | 0%
O=[N+]([O-])c1ccc(-c2ccc(/C=N/Nc3nc(NCc4ccccc4)nc(N4CCOCC4)n3)o2)cc1
 : 13µM* | -46%[inhibitor] | -4% | ? | -6% | 11% | -39%[inhibitor] | ? | ? | -2% | 1%
COc1cccc(CNC(=O)c2cc(=O)[nH]c3ccc(S(=O)(=O)N4CCOCC4)cc23)c1
 : · | -5% | -11% | · | 9% | 5% | 1% | · | 11% | · | -2%
COc1ccc(N(CC(=O)Nc2ccc(Cl)cc2)S(=O)(=O)c2c(C)n[nH]c2C)cc1
 : 14% | -2% | -5% | -4% | ? | -7% | -4% | 10% | -1% | 2% | -1%
O=C(C1CCN(S(=O)(=O)c2ccccc2[N+](=O)[O-])CC1)N1CCOCC1
 : 7% | 4% | -30% | 13% | 4% | -2% | -5% | -1% | -1% | 1% | 1%
CSc1ccc(C(=O)C2CCCN(Cc3cccn3-c3cccnc3)C2)cc1 (stereo not drawn)
 : 24% | -5% | -42% | 4% | -6% | -1% | -6% | 11% | -10% | -2% | -2%
COc1ccc(CCC2(C)NC(=O)N(C(C)C(=O)Nc3ccccc3F)C2=O)cc1 (stereo not drawn)
 : · | 0% | -15% | · | 3% | 0% | -1% | · | 0% | · | 3%
CCOC(=O)c1ccc(N2C(=O)C(O)=C(C(C)=O)C2c2ccc([N+](=O)[O-])cc2)cc1 (stereo not drawn)
 : 25% | 9% | -1% | ? | -15% | ? | 6% | -5% | 0% | -13% | -7%
CC(=O)Cn1c(N2CCC(Cc3ccccc3)CC2)nc2c1c(=O)[nH]c(=O)n2C
 : 15% | 2% | -29% | -6% | -4% | -2% | 1% | -13% | -2% | -1% | 6%
